# Source: PubChem BioAssay
# IL-1B inflam inh – inhibitors of inflammasome signaling (IL-1 beta secretion); THP-1 LPS/ATP IL-1B secretion, AlphaLISA, 16 h; stronger effect = lower value; activity change, % at 57.5 µM; 360,000 tested, 4.7% active; in the data active = activity change below about -50%; inconclusive = mostly about -30% to -49%; also: % is scaled to controls: 0 for no effect and ±100 for the full control effect
#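 THP-1 cells pretreated 1 hr with compounds (up to 57.5 uM final), then stimulated with LPS (250 ng/mL final) plus ATP (1.25 mM final); secreted IL-1B measured by AlphaLISA after 16 hr, decreased signal indicating inhibition.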
# KB-3-1 tox – KB-3-1 parental cell cytotoxicity; KB-3-1 viability, CellTiter-Glo ATP luminescence, 72 h; Potency, µM (highest dose often 46.1 µM), inactives show top-dose activity change, negative = cytotoxic, actives largely listed as cytotoxic; 400,000 tested, 1.4% active; also: potency is read from the fitted curve at half-maximal effect; % is scaled to controls: 0 for no effect and ±100 for the full control effect; nearly all actives have a fitted effect of over 60% in size
#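 Cytotoxicity measured as CellTiter-Glo luminescence after 72 h at 37 C. Compound titrations were pinned onto drug-naive KB-3-1 parental adenocarcinoma cells grown in DMEM with 10% FBS, and normalized data fitted to concentration-response curves.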
# SW480 rerep – DNA re-replication induction in SW480 cells | AID 624297 | SW480 DNA re-replication, Hoechst DNA content imaging, 48 h | 340,000 tested, 1.8% active | Potency, µM (series often up to 46.1 µM), inactives show at the top dose re-replication activation, most hits filed as activators; also: potency is read from the fitted curve at half-maximal effect; % of control where 0% means no effect; nearly all actives have a fitted effect of over 55% in size
#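 SW480 cells exposed to compounds for 48 hr at 37 C, 5% CO2, then Hoechst-stained 40 min. Nuclear DNA content imaged by fluorescence scanning (405 nm excitation, 500-530 nm emission); re-replication scored as increased high-intensity nuclei.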
# ATXN2 expr inh – ATXN2 expression inhibition; HEK-293 ATXN2-luciferase reporter, luminescence, 24 h; AID 1745845; Potency, µM (top dose mostly 57 µM), inactives show at the top dose activity change, negative = inhibition, usual class: inhibitors; 360,000 tested, 0.72% active; also: potency is read from the fitted curve at half-maximal effect; % is scaled to controls: 0 for no effect and ±100 for the full control effect; nearly all actives have a fitted effect of over 55% in size
#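 qHTS (up to 57 uM final) was run with 24 h compound exposure of reporter cells at 37 °C. Each well was multiplexed: SteadyGlo luminescence measured ATXN2-luciferase expression after a fluorogenic Gly-Phe-AFC viability readout (25 uM final).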
# KB-V1 cytotox – kills drug-selected multidrug resistant KB-V1 cells | KB-V1 MDR cells viability, CellTiter-Glo, 72 h | Potency, µM (series often up to 46.1 µM), without a hit: at the top dose activity change, negative = cytotoxicity, actives largely listed as cytotoxic | 400,000 tested, 3.4% active; also: potency is read from the fitted curve at half-maximal effect; % is scaled to controls: 0 for no effect and ±100 for the full control effect; nearly all actives have a fitted effect of over 60% in size
#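 KB-V1, DMEM (no phenol red) + 10% FBS; cpd pin-transferred, titration series; 72 h, 37 degrees C; CellTiter-Glo, luminescence. Data normalized, curve-fit.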
# HT1080NT lethal – kills 2HG-producing HT-1080-NT fibrosarcoma cells; AID 686970; 360,000 tested, 1.6% active; Potency, µM (titrated, usually from 46.1 µM), for inactives: at the top dose activity, negative = less viability, actives largely listed as cytotoxic; HT-1080-NT fibrosarcoma viability, CellTiter-Glo ATP luminescence, 48 h;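 also: NT is the 2HG producing partner of a matched IDH1 knockdown line; potency is read from the fitted curve at half-maximal effect; 0% = DMSO-treated cells and -100% = media-only wells without cells; nearly all actives have a fitted effect of over 55% in size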
#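 Toxicity toward the 2HG-producing NT line was scored as %Activity, normalised to DMSO and no-cell wells, from CellTiter-Glo luminescence after 48 hours' treatment.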
# MCF10A rereplic – DNA re-replication induction in MCF 10a cells; MCF 10A DNA re-replication, Hoechst nuclear intensity, 48 h; Potency, µM (titrated, usually from 46.1 µM), for inactives: at the highest dose activity, positive = re-replication, hits mostly activators; 350,000 tested, 2.9% active; AID 624296; also: potency is read from the fitted curve at half-maximal effect; % of control where 0% means no effect; nearly all actives have a fitted effect of over 50% in size
# WRN inhibitor – blocks human WRN helicase | AID 651768 | WRN helicase unwinding, fluorescent forked duplex, kinetic | Q14191 | Potency, µM (series often up to 114 µM), for inactives: at the highest dose activity change, negative = inhibition, usual class: inhibitors | 360,000 tested, 0.46% active; also: potency is read from the fitted curve at half-maximal effect; % is scaled to controls: 0 for no effect and ±100 for the full control effect; nearly all actives have a fitted effect of over 55% in size
# Target sequence (Q14191 whole entry, looked up): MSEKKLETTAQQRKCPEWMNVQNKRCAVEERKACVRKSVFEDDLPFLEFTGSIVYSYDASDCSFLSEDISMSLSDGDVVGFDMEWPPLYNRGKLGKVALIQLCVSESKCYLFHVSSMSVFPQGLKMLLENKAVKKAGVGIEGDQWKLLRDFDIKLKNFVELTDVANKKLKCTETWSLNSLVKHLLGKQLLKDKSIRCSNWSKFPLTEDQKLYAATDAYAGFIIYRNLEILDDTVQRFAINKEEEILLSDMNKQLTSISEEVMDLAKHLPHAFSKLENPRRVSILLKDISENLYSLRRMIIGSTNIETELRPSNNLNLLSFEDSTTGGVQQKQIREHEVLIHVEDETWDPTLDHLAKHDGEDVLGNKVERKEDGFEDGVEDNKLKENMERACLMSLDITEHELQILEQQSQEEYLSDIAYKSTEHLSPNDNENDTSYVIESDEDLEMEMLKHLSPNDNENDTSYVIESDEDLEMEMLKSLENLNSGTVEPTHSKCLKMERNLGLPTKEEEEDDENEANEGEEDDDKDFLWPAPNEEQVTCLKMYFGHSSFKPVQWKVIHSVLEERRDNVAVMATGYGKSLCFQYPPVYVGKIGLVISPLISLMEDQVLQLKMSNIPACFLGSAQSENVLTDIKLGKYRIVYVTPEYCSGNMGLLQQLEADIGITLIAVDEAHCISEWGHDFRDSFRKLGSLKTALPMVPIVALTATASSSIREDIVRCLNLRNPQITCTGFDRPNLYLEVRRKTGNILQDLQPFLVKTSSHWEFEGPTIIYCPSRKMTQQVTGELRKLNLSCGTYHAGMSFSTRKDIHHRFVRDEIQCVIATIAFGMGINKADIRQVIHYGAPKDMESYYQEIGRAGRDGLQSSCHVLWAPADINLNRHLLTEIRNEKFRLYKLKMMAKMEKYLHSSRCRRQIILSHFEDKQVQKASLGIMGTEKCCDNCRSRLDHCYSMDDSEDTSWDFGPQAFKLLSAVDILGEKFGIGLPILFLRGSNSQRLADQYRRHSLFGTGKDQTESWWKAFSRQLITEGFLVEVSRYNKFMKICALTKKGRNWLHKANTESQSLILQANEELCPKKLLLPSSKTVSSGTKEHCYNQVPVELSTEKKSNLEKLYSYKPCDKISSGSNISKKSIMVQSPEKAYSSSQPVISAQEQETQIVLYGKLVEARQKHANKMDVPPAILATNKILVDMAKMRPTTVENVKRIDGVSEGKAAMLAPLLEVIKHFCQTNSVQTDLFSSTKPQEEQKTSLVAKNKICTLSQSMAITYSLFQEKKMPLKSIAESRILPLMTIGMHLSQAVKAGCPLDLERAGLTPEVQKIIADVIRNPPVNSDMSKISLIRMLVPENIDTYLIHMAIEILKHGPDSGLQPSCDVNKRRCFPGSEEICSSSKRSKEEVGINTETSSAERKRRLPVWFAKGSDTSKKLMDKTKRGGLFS
#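 Fluorescence dequenching readout, ex 525 nm/em 598 nm, kinetic mode: forked duplex DNA (100 nM final) with adjacent fluorophore and quencher unwound by WRN (20 nM final) with 2 mM ATP. Compound preincubation 15 min, room temperature.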
# HT1080 IDH1KD tx – kills HT-1080 cells with IDH1 knockdown; Potency, µM (series often up to 46.1 µM), for inactives: top-dose activity, negative = toxicity, actives largely listed as cytotoxic; 360,000 tested, 2% active; HT-1080 IDH1 knockdown viability, ATP luminescence, 48 h; AID 686971;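 also: potency is read from the fitted curve at half-maximal effect; 0% = DMSO wells and -100% = cell-free medium wells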
#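 Viability of IDH1-knockdown HT-1080 fibrosarcoma cells was assessed by CellTiter-Glo after 48 h at 37 °C with titrated compound; concentration-effect curves were classified by fit quality and response size.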
# An asterisk follows results filed as active; ? = inconclusive; . = not tested or not shown; & = joins results of further samples; [ ] = dose if it differs, or a comment. Unless noted, calls follow the shape of the dose curve; as a rule, active = well fitted curve in the direction sought with a large enough effect; inconclusive = small, poorly fitted or top-dose-only effect, or another doubt; inactive = no such curve, though single readings can be large; an effect the other way counts as inactive or inconclusive. Compounds as they come (roughly 12% active in at least one column).
SMILES,IL-1B inflam inh,KB-3-1 tox,SW480 rerep,ATXN2 expr inh,KB-V1 cytotox,HT1080NT lethal,MCF10A rereplic,WRN inhibitor,HT1080 IDH1KD tx
N#Cc1c(N)n(Cc2ccccc2)c(=O)c2cc([N+](=O)[O-])ccc12,-19,-9%,?,-16%,-29%,-2%,-1%,-6%,-9%
S=C(Nc1ccc(Cl)cc1)c1nc2ccccc2[nH]1,-3,?,.,26%,5.2µM*,?,?,-15%,?
S=c1[nH]ncn1/N=C/c1ccc(Br)cc1,-21,-2%,-5%[9.22 µM],-8%,0%,18%,10%,-10%,6%
COc1cc(OC)cc(C(=O)NCC(=O)OCC(=O)/C=C2/N(C)c3ccccc3C2(C)C)c1,-60*,-3%,-39%,-23%,?,?,?,-16%,-10%
Cc1ccc(-n2nc(-c3cccs3)cc2C(=O)NCC2CCCO2)c(C)c1 (stereo not drawn),5,?,21%,3%,?,-2%,?,-1%,-16%
Cn1nccc1C(=O)OCC(=O)Nc1nc(-c2ccccc2)cs1,-10,9%,6%,45%[activator],5%,-2%,-3%,4%,-6%
COc1ccc(NC(=O)CSc2nncn2C)cc1,12,6%,-12%,9%,16%,21%,-7%,11%,22%
COCC(C)NC(=O)c1cc2cc(OC)ccc2[nH]1 (stereo not drawn),33,-3%,-6%,-20%,-1%,12%,-1%,5%,8%
N#C/C(=C\c1ccc(F)cc1F)S(=O)(=O)c1ccccn1,10,11%,-4%,-2%,10%,14%,-2%,3%,20%
CC(Nc1cccc2ccccc12)C(=O)N/N=C/c1ccccn1 (stereo not drawn),49,12%,?,-36%,?,14µM*,-4%,-9%,7.1µM*

# Of the compounds above, 6 contain sulfur:
SMILES,IL-1B inflam inh,KB-3-1 tox,SW480 rerep,ATXN2 expr inh,KB-V1 cytotox,HT1080NT lethal,MCF10A rereplic,WRN inhibitor,HT1080 IDH1KD tx
S=C(Nc1ccc(Cl)cc1)c1nc2ccccc2[nH]1,-3,?,.,26%,5.2µM*,?,?,-15%,?
S=c1[nH]ncn1/N=C/c1ccc(Br)cc1,-21,-2%,-5%[9.22 µM],-8%,0%,18%,10%,-10%,6%
Cc1ccc(-n2nc(-c3cccs3)cc2C(=O)NCC2CCCO2)c(C)c1 (stereo not drawn),5,?,21%,3%,?,-2%,?,-1%,-16%
Cn1nccc1C(=O)OCC(=O)Nc1nc(-c2ccccc2)cs1,-10,9%,6%,45%[activator],5%,-2%,-3%,4%,-6%
COc1ccc(NC(=O)CSc2nncn2C)cc1,12,6%,-12%,9%,16%,21%,-7%,11%,22%
N#C/C(=C\c1ccc(F)cc1F)S(=O)(=O)c1ccccn1,10,11%,-4%,-2%,10%,14%,-2%,3%,20%

# The list continues.
SMILES,IL-1B inflam inh,KB-3-1 tox,SW480 rerep,ATXN2 expr inh,KB-V1 cytotox,HT1080NT lethal,MCF10A rereplic,WRN inhibitor,HT1080 IDH1KD tx
Cc1ccc(N2CC(C(=O)NCCN3CCOCC3)CC2=O)cc1C (stereo not drawn),24,2%,-17%,20%,15%,6%,-41%,2%,2%
CNc1ncc(C(=O)c2ccc(-c3ccccc3)cc2)s1,-6,0%,-2%,.,?,?,?,-5%,-11%
CCC(=O)Nc1ccc2c(c1)C(=O)N(C)C2=O,-2,-14%,-5%,3%,?,14%,-1%,-13%,14%
COC(=O)C1=C(C)N(CC2CC2)C(=NCc2cccc(C(F)(F)F)c2)N[C@H]1c1ccccc1,-58*,-1%,-4%,?,19%,-19%,?,-6%,-7%
COc1ccc(NC(=O)CN(C)CC(=O)Nc2cccc(F)c2)cc1Cl,0,0%,8%,.,?,?,0%,-15%,?
CCc1cc(CC)c(/C=N/NC(N)=O)c(CC)c1,5,-4%,2%,-29%,-7%,-1%,0%,3%,-2%
CC(=O)c1ccc(OCCOc2ccc(C#N)cc2)cc1,17,16%,1%,2%,-3%,10%,11%,-2%,12%
CCN(CC)c1ccc(NC(=O)CCc2nnc3ccc(N4CCCC4)nn23)c(C)c1,70,3%,-8%,-4%,0%,5%,11%,1%,1%
CC(C)C[C@@H]1COc2cccc(N3CCC[C@H]3CO)c2S(=O)(=O)N1,12,11%,.,10%,-27%,15%,.,0%,1%
O=C1N=C2SCCN2/C1=C\c1c(Cl)cccc1Cl,-11,0%,2%,-4%,2%,-10%,?,-17%,-4%
Cn1ncc(N=Cc2ccc([N+](=O)[O-])cc2)c1C(=O)Nc1ccccc1,0,8%,-5%,-4%,3%,-5%,-12%,-12%,-2%
NC(=O)c1ccccc1NC(=O)CC12CC3CC(CC(C3)C1)C2,-1,2%,-60%[inhibitor],-22%,-4%,-14%,?,-7%,-9%
Cc1ccc(C(=O)N(CC(=O)Nc2ccc(Cl)c(Cl)c2)Cc2ccco2)cc1,-1,0%,12%,9%,-3%,-7%,13%,-22%[57.1 µM],-14%
CC(OCC(O)CN(C)CCOc1ccccc1)c1ccc(Cl)cc1 (stereo not drawn),-19,-26%,-1%,-3%,16µM*,-9%,-1%,9%,-22%
CN(C)c1nc(NCc2ccccc2)nc(Oc2ccc(=O)[nH]n2)n1,-6,9%,-12%,8%,-4%,-5%,1%,-2%,-17%
O=C(O)c1cc2c(cn1)[nH]c1ccccc12,13,10%,0%,0%,-16%,-13%,6%,0%,0%
CC1(C)CC2CC(C)(CN2S(=O)(=O)c2cccc(N)c2)C1 (stereo not drawn),17,-3%,-5%[9.22 µM],-5%,0%,-14%,-4%,7%,6%
CCOC(=O)c1nc(Nc2ccc(C(=O)OC)cc2)c2ccccc2n1,?,2%&-15%,-3%,-9%&-3%,?,-17%,18%,-20%,-5%
Brc1ccc(-c2ncc3ccccn23)cc1,-8,-12%,-11%,.,-5%,0%,-2%,-4%,14%
CN(CCc1ccccn1)C(=O)c1nn2c(C(F)(F)F)cc(-c3ccco3)nc2c1Cl,-24,4%,4%,-9%,-2%,-1%,1%,-1%,-1%
Cc1cc(F)ccc1-c1cc(C(=O)Nc2ccccc2)[nH]n1,-14,0%,.,13%,1%,-10%,.,-9%,-17%
COc1ccc(COc2cc(-c3cccc(OC)c3)nc3ccc(N)cc23)cc1,14,?,1.5µM*,-9%,5.8µM*,0.82µM*,0.73µM*,-2%,2.1µM*
O=C(CN(C(=O)CNC(=O)c1cccs1)c1ccccc1F)NC1CCCC1,43,16%,-2%,1%,-19%,4%,11%,-5%,1%
Clc1ccc(CN2CCN(/N=C/c3ccco3)CC2)cc1,10,?,-4%,5%,?,-4%,2%,4%,-5%
CCC(C)C(NC(=O)c1ccc(Cl)cc1)C(=O)Nc1cccnc1 (stereo not drawn),-85*,12%,?,8%,-10%,0%,2%,-7%,3%
CCCCn1nc2cc(C(=O)NCc3ccc4c(c3)OCO4)ccc2c1OCC,?,2%,-2%,-6%,2%,14%,14%,9%,7%
COc1cccc(NC(=O)CSc2nnc(C3CCCCC3)n2N)c1,-12,5%,-8%,.,0%,1%,-1%,8%,-3%
CC(C)N(CC#CCC(O)(c1ccccc1)c1ccccc1)CCO,-23,-2%,-5%,-2%,-8%,-13%,1%,4%[57.1 µM],0%
Cc1cccc(C(=O)N2CCC(=O)N(C(COCc3cccc(C(F)(F)F)c3)Cc3ccccc3)CC2)c1 (stereo not drawn),?,-5%,?,0%,?,?,?,-5%,-28%
CC(C)(C)c1ccc(NS(=O)(=O)c2ccc(N)cc2)cc1,-29,9%,5%,-9%,22%,1%,13%,-2%,-4%

# One compound at a time, as listed above:
# `COc1ccc(COc2cc(-c3cccc(OC)c3)nc3ccc(N)cc23)cc1` reads IL-1B inflam inh = 14; KB-3-1 tox = ?; SW480 rerep = 1.5µM*; ATXN2 expr inh = -9%; KB-V1 cytotox = 5.8µM*; HT1080NT lethal = 0.82µM*; MCF10A rereplic = 0.73µM*; WRN inhibitor = -2%; HT1080 IDH1KD tx = 2.1µM*
# `Cn1nccc1C(=O)OCC(=O)Nc1nc(-c2ccccc2)cs1` reads IL-1B inflam inh = -10; KB-3-1 tox = 9%; SW480 rerep = 6%; ATXN2 expr inh = 45%[activator]; KB-V1 cytotox = 5%; HT1080NT lethal = -2%; MCF10A rereplic = -3%; WRN inhibitor = 4%; HT1080 IDH1KD tx = -6%

# (further entries)
SMILES,IL-1B inflam inh,KB-3-1 tox,SW480 rerep,ATXN2 expr inh,KB-V1 cytotox,HT1080NT lethal,MCF10A rereplic,WRN inhibitor,HT1080 IDH1KD tx
Cn1c(N2CCN(C(=O)Nc3ccc(F)cc3)CC2)nc2ccccc21,-12,-6%,0%,-4%,18µM*,22%,8%,-5%,19%
O=C(Cc1ccc(Cl)cc1)NCCc1c[nH]c2ccccc12,1,3%,-3%,-1%,6%,-2%,-12%,1%,-4%
N#C/C(=C/N1CCOCC1)c1ccccc1,-11,-9%,-7%,7%,0%,-5%,?,-11%,2%
COc1ccc(C(CC(=O)N2CCCC2)c2c(O)cc(OC)cc2OC)cc1 (stereo not drawn),-2,-3%,-8%[9.22 µM],2%,-20%,8%,0%,-1%,9%
CN(C)c1ccc(C=c2c3cc(O)ccc3n3c2cc(-c2ccccc2)[n+]3C)cc1,-105*,?,15%,2%,?,-27%,0%,18µM*,?
Cc1ccc(S(=O)(=O)N2CC[C@@H]2C(=O)O)cc1,.,-14%,2%,-14%,6%,14%,-16%,5%[11.6 µM],18%
O=C(NCCc1ccncc1)c1ccc2nc(Cc3cccc(Cl)c3)oc2c1,-6,.,-2%,-19%,.,-2%,?,-15%,-2%
CC(OC(=O)c1ccc(F)c(S(=O)(=O)N2CCOCC2)c1)C(=O)NC1CCCC1 (stereo not drawn),6,-22%,-2%,5%,0%,1%,-1%,7%,9%
COc1ccccc1N1CCN(C(=O)Cn2c(=O)oc3cc(S(=O)(=O)N4CCCC4)ccc32)CC1,-11,5%,4%,-19%,-12%,0%,0%,1%,-4%
